Screens: PubChem BioAssay, NCI
All columns: NCI-60 one-dose screen, growth in % after 48 h at 10 µM unless noted; 100 = growth as untreated, 0 = no growth, -100 = all killed.
RXF 393: RXF 393 renal cancer cells. 6.9% of 77,000 active. AID 1794773
CAKI-1: CAKI-1 renal cancer. 4.7% of 75,000 active
ACHN: ACHN renal cancer; AID 1794771; 4.9% of 81,000 active
SN12C: SN12C renal cancer cells; 3.8% of 81,000 active
786-0: 786-0 renal cancer cells | AID 1794775 | 5.1% of 81,000 active
A498: A498 renal cancer cells | AID 1794774 | 5.4% of 76,000 active
UO-31: UO-31 renal cancer. 5.2% of 81,000 active
TK-10: TK-10 renal cancer cells; 3.9% of 81,000 active
DU-145: DU-145 prostate cancer; 4.2% of 81,000 active
Active calls of the source: *; . = not tested or not shown; & = joins results of further samples. How the source made its calls: active means growth percent below 10; inactive means the rest.

nr | SMILES | RXF 393 | CAKI-1 | ACHN | SN12C | 786-0 | A498 | UO-31 | TK-10 | DU-145
1 | CNC(=O)c1cc(Oc2ccc3nc(NC(=O)NCCO)sc3c2)ccn1 | 103 | 99 | 105 | 99 | 98 | 91 | 100 | 101 | 110
2 | CC(=O)Nc1cc(=O)[nH]c(SCC(=O)N2CCN(c3cc4c(cc3F)c(=O)c(C(=O)O)cn4C3CC3)CC2)n1 | 107 | . | 102 | 106 | 106 | 101 | 82 | 101 | 103
3 | OC1(c2cn(-c3ncc(-c4ccc(C(F)(F)F)cc4)c(NC4CCCCCC4)n3)nn2)c2ccccc2-c2ccccc21 | 75 | 82 | 87 | 86 | 97 | 80 | 51 | 124 | 97
4 | O=C1NC(=S)NC(=O)C1=Cc1ccc(Cl)c(Cl)c1 | 132 | 97 | 111 | 107 | 109 | 123 | 82 | 117 | 120
5 | CCOc1ccccc1/C=C1\SC(=S)N(CC)C1=O | 127 | 93 | 104 | 99 | 111 | 116 | 78 | 116 | 98
6 | CCCCC[C@H]1C/C=C2/C(=O)C=C[C@@H]2C/C=C\CCCC(=O)O1 | -90* | 8.6* | -91* | . | -76* | -61* | -96* | -59* | -32*
7 | Cc1cc(C=O)c(C)[nH]1 | 118 | 92 | 99 | 99 | 110 | . | 75 | 105 | 110
8 | CCn1c2ccc(N(C)C)cc2c2cc(N(C)C)ccc21 | 97 | 98 | 100 | 104 | 102 | 86 | 94 | 118 | 108
9 | C/C(=N\NC(=O)CSc1nc(-c2cnccn2)cc(-c2cccs2)c1C#N)c1cnccn1 | 122 | 95 | 99 | 95 | 106 | 89 | 86 | 113 | 102
10 | CC(=O)NC1(C#N)c2ccccc2-c2ccccc21 | 104 | 98 | 98 | 93 | 95 | 99 | 81 | 104 | 114
11 | NC(=O)c1cccc(-n2ccc3cc(NC(=O)c4ccc(Cl)c(C(F)(F)F)c4)ccc32)n1 | 44 | 65 | 85 | 85 | 69 | 63 | 73 | 79 | 104
12 | CCCC1=CC(=O)CCC1 | 129 | 99 | 99 | 93 | 105 | 108 | 65 | 91 | 109
13 | O=C(c1ccccc1)C1(Br)CCCCC1 | 113 | 89 | 100 | 94 | 91 | 102 | 82 | 103 | 105
14 | Cc1ccccc1C(=O)Nc1ccccc1Cl | 105 | 87 | 102 | 107 | 94 | 98 | 83 | 95 | 103
15 | CCC(=O)c1cc2ccccc2c2ccccc12 | 114 | 97 | 103 | 100 | 101 | . | 80 | 96 | 121
16 | O=C1CSC2=NCCN12 | 98&81 | 96 | 103&98 | 93&106 | 62&81 | 100&93 | 90&85 | 106&101 | 107&111
17 | CN(C)CCn1c2ccccc2c2nc3cc(Cl)c(Cl)cc3nc21 | 94 | 40 | 25 | 43 | 55 | 119 | 28 | 93 | 65
18 | COCc1ccc([N+](=O)[O-])o1 | 111 | 118 | 97 | 103 | . | 87 | . | 106 | 115
19 | NC(=O)c1c(NC(=O)COC(=O)c2ccccc2Br)sc2c1CCC2 | 113 | 114 | 117 | 101 | 96 | 99 | 105 | 131 | 107
20 | CN1C(=O)/C(=C/c2ccc3ncsc3c2)NC1=NC12CC3CC(CC(O)(C3)C1)C2 | -23* | 8.2* | 0.7* | 4.6* | 11 | -10* | -0.1* | 39 | 12
21 | O=C(c1ccccc1)C(c1ccccc1)(c1ccccc1)c1ccccc1 | 94 | 100&100 | 109&97 | 100&99 | 102&97 | 57&94 | 76&86 | 100 | 111
22 | Cc1ccc(-c2nc(C#N)c(S(=O)(=O)n3ncnc3N)o2)cc1 | 99 | 97 | 101 | 97 | 95 | 110 | 80 | 104 | 113
23 | CCCCCCCCCCCCCCn1c2ccccc2c2c3c(c4c5cc(OC)ccc5oc4c21)C(=O)NC3=O | 122 | 93 | 103 | 101 | 103 | . | 89 | 109 | 111
24 | COc1cc(-c2nn(-c3ccc(NC(=O)Nc4cc(C(F)(F)F)cc(C(F)(F)F)c4)cc3)cc2-c2ccncc2)ccc1Cl | -2.8* | -12* | 4.1* | 17 | -41* | -1.9* | -7.1* | -32* | 17
25 | O=C(CC(c1ccccc1)N1CCN(C(CC(=O)c2ccccc2)c2ccccc2)CC1)c1ccccc1 (stereo not given) | 101 | 104 | 104 | 107 | 89 | 91 | 93 | 93 | 113
26 | CCc1c(C(=O)NCc2cccc(Cl)c2)[nH]c(C)c1C(C)=O | 108 | 72 | 98 | 94 | 81 | 83 | 80 | 103 | 116
27 | CCCCCCCCCCN1C(=O)/C(=c2\sc3n(c2=O)NC2C(N=3)N(CC)C(=O)N2CC)c2ccccc21 (stereo not given) | 95 | 79 | 96 | 95 | 89 | 115 | 76 | 103 | 106
28 | CC(C)N(CCOC(=O)c1cc(Br)cc(-c2ccccc2)c1O)C(C)C | 115 | 102 | 110 | 90 | 105 | 91 | 80 | 98 | 97
29 | Cc1[nH]nc2c1C(c1ccccc1)N(Cc1ccccc1)OC2 (stereo not given) | 105 | 88 | 100 | 102 | 93 | 116 | 86 | 98 | 109
30 | C1OC2COCOC2C2OCOCC2O1 (stereo not given) | 122 | 87&98 | 113&96 | 97&100 | 101&99 | 130&95 | 92&89 | 97&121 | 107&104

Compounds above that have two or more sulfur atoms:
nr | SMILES | RXF 393 | CAKI-1 | ACHN | SN12C | 786-0 | A498 | UO-31 | TK-10 | DU-145
5 | CCOc1ccccc1/C=C1\SC(=S)N(CC)C1=O | 127 | 93 | 104 | 99 | 111 | 116 | 78 | 116 | 98
9 | C/C(=N\NC(=O)CSc1nc(-c2cnccn2)cc(-c2cccs2)c1C#N)c1cnccn1 | 122 | 95 | 99 | 95 | 106 | 89 | 86 | 113 | 102

The main list resumes, repeating the 4 entries before the break.
nr | SMILES | RXF 393 | CAKI-1 | ACHN | SN12C | 786-0 | A498 | UO-31 | TK-10 | DU-145
27 | CCCCCCCCCCN1C(=O)/C(=c2\sc3n(c2=O)NC2C(N=3)N(CC)C(=O)N2CC)c2ccccc21 (stereo not given) | 95 | 79 | 96 | 95 | 89 | 115 | 76 | 103 | 106
28 | CC(C)N(CCOC(=O)c1cc(Br)cc(-c2ccccc2)c1O)C(C)C | 115 | 102 | 110 | 90 | 105 | 91 | 80 | 98 | 97
29 | Cc1[nH]nc2c1C(c1ccccc1)N(Cc1ccccc1)OC2 (stereo not given) | 105 | 88 | 100 | 102 | 93 | 116 | 86 | 98 | 109
30 | C1OC2COCOC2C2OCOCC2O1 (stereo not given) | 122 | 87&98 | 113&96 | 97&100 | 101&99 | 130&95 | 92&89 | 97&121 | 107&104
31 | COc1cc(CCn2nnc3c(Nc4ccc(N5CCOCC5)cc4)ncnc32)cc(OC)c1 | . | 94 | 97 | 103 | 107 | 80 | 87 | 123 | 99
32 | C/C(=N\N1CC(=O)NC1=O)c1ccc([N+](=O)[O-])o1 | 128 | 109 | 105 | 102 | 103 | 77 | 85 | 105 | 99
33 | CN1CCN(Cc2ccc(NC(=O)c3cncc(C#Cc4ccc(N)nc4)c3)cc2C(F)(F)F)CC1 | -6.0* | 8.2* | -3.0* | 4.2* | 22 | -34* | -1.7* | 13 | 21
34 | CCCCN(CCCC)CCCCCCCCCO | 115 | 113 | 101 | 111 | 121 | 120 | 79 | 121 | 115
35 | Nc1nccc(Nc2ccccc2)n1 | 112 | 118 | 100 | 119 | 96 | 97 | 95 | 122 | 109
36 | OCc1cccc(O)c1 | 115 | 104 | 95 | 99 | 107 | 118 | 98 | 114 | 117
37 | Cc1cc(C)c(S(=O)(=O)n2cc(C=O)c3ccccc32)c(C)c1 | 99 | 68 | 98 | 90 | 104 | 101 | 59 | 111 | 98
38 | Nc1c(Br)cc2c(c1Br)Cc1cc([N+](=O)[O-])ccc1-2 | 115 | 98 | 93 | 101 | 109 | 114 | 79 | 91 | 124
39 | COc1ccc2oc(=O)cc(-c3nnc(N)s3)c2c1 | 93 | 88 | 94 | 95 | 98 | 87 | 77 | 116 | 102
40 | NC1=C(C/C(N)=N\O)C(c2ccc([N+](=O)[O-])cc2)c2c(ccc3ccccc23)O1 (stereo not given) | 100 | 81 | 96 | 84 | 96 | 102 | 56 | 181 | 107
41 | Oc1[nH]c2cc(Cl)ccc2c1/C=c1/ccc2c(c1)N=C(c1cc(F)cc(F)c1)N=2 | 1.4* | 17 | 46 | 64 | 37 | 0.5* | 43 | 59 | -8.6*
42 | CC1(C)C(=O)/C(=C\c2ccccc2)C[C@]2(C)[C@H]3CC[C@@H]4[C@@H](C(=O)/C=C/c5ccccc5)CC[C@@]4(C)[C@]3(C)CC[C@@H]12 | 103 | 58 | 96 | 89 | 111 | 95 | 78 | 167 | 102
43 | CNC(=O)c1ccc(N)cc1 | 109 | 104 | 115 | 95 | 113 | 109 | 103 | 108 | 104
44 | CCCCC(C)Sc1nc2c([nH]1)c(=S)n(C)c(=O)n2C (stereo not given) | 110 | 101 | 106 | 94 | 96 | 127 | 93 | 105 | 104
45 | O=[N+]([O-])c1ccc(I)cc1 | 105 | 103 | 113 | 100 | 110 | 113 | 74 | 95 | 119
46 | CCCOS(=O)(=O)c1ccccc1 | 112 | 92 | 102 | 103 | 121 | 100 | 83 | 102 | 118
47 | NS(=O)(=O)c1ccc(Nc2nc(N/N=C/c3cn(-c4ccccc4)nc3-c3ccc(Br)cc3)nc(Nc3ccccc3)n2)cc1 | 70 | 104 | 93 | 93 | 85 | 110 | 78 | 123 | 92
48 | O=C(O)/C=C1/OC(=O)c2ccccc21 | 102 | 95 | 99 | 94 | 101 | . | 76 | 107 | 102
49 | Cn1c(Cc2ccccc2)nc(=O)c2ccccc21 | 118 | 113 | 115 | 96 | 105 | 94 | 88 | 110 | 127
50 | CC1(C)[C@@H](O)/C(=C\c2ccccn2)C[C@]2(C)[C@H]3CC[C@@H]4[C@@H](C(=O)/C=C\c5ccccn5)CC[C@@]4(C)[C@]3(C)CC[C@@H]12 | 104 | 77 | 67 | 79 | 91 | 97 | 66 | 197 | 86
51 | O=C1C(=O)c2ccccc2C(O)=C1CC=C1CCCCC1 | 86 | . | 77 | 83 | 80 | 73 | 108 | 93 | 90
52 | Cc1cc(C)c(C)c(O)c1 | 119 | 105 | 113 | 107 | 106 | 119 | 87 | 69 | 116
53 | CCCCCCOC(=O)c1cc(-c2cc([N+](=O)[O-])ccc2F)nc2ccccc12 | 89 | 84 | 97 | 92 | 95 | 77 | 79 | 111 | 106
54 | Nc1ncnc2c1ncn2[C@H]1CC=C(CO)O1 | 102 | 90 | 106 | 99 | 107 | 122 | 84 | 107 | 110
55 | CCCSc1nc(Nc2ccc(S(N)(=O)=O)cc2)c(C#N)c(-c2ccc(Cl)cc2)n1 | -43* | -55* | -67* | -16* | -70* | -42* | -69* | -16* | 59
56 | COc1cc(C2CC(c3cc(OC)c(OC)c(OC)c3)=NN2)ccc1Oc1ccnc2cc(Cl)ccc12 (stereo not given) | 105 | 93 | 102 | 86 | 101 | 105 | 89 | 126 | 114
57 | O=C(N=c1n(-c2ccccc2)nc2n1CCN2C1=NCCN1)c1ccc(Cl)cc1 | 62 | 79 | 97 | 80 | 104 | 68 | 58 | 89 | 96
58 | C=CCOc1c(CCC)cc(C(=O)N(C)C)cc1CCC | 109 | . | 111 | 106 | 103 | 106 | 90 | 92 | 104
59 | Cc1cc(NCc2ccccn2)n2ncc(-c3ccccc3)c2n1 | 117 | 90 | 92 | 95 | 100 | 65 | 74 | 106 | 107
60 | COc1cc(/C=C/c2nnc(-c3[nH]nc4c3Cc3ccccc3-4)o2)cc(OC)c1OC | 99 | 71 | 83 | 86 | 106 | 111 | 55 | 120 | 96

Entries 50 to 52 from above:
nr | SMILES | RXF 393 | CAKI-1 | ACHN | SN12C | 786-0 | A498 | UO-31 | TK-10 | DU-145
50 | CC1(C)[C@@H](O)/C(=C\c2ccccn2)C[C@]2(C)[C@H]3CC[C@@H]4[C@@H](C(=O)/C=C\c5ccccn5)CC[C@@]4(C)[C@]3(C)CC[C@@H]12 | 104 | 77 | 67 | 79 | 91 | 97 | 66 | 197 | 86
51 | O=C1C(=O)c2ccccc2C(O)=C1CC=C1CCCCC1 | 86 | . | 77 | 83 | 80 | 73 | 108 | 93 | 90
52 | Cc1cc(C)c(C)c(O)c1 | 119 | 105 | 113 | 107 | 106 | 119 | 87 | 69 | 116

Next section:
nr | SMILES | RXF 393 | CAKI-1 | ACHN | SN12C | 786-0 | A498 | UO-31 | TK-10 | DU-145
61 | FC(F)(F)Oc1cccc(-c2cc(Cl)c3cc(N4CCCC4)ccc3n2)c1 | 119 | 97 | 104 | 101 | 102 | 113 | 95 | 113 | 109
62 | Cc1cc(C)n(N)c(=O)c1C#N | . | 99 | 105 | 100 | 104 | 98 | 97 | . | 120
63 | COc1cc2occ(-c3cc(OC)c4c(c3)OCO4)c(=O)c2cc1OC | 87 | 77 | 103 | 98 | . | 73 | 88 | 103 | 96
64 | O=[N+]([O-])c1ccc([I+]c2ccccc2)cc1 | 58 | 23 | 64 | -56* | -15* | 40 | 47 | 3.2* | -11*
65 | Cn1c(C#N)ccc1-c1cccc(NS(C)(=O)=O)c1 | 117 | 85 | 105 | 102 | 96 | 96 | 89 | 92 | 107
66 | COC(=O)[C@]12CCC(C)(C)C[C@H]1C1=CC[C@@H]3[C@@]4(C)C/C(=C/c5ccco5)C(=O)C(C)(C)[C@@H]4CC[C@@]3(C)[C@]1(C)CC2 | 103 | 67 | 99 | 96 | 93 | 86 | 69 | 94 | 100
67 | CCCCSc1nc(N)nc2c1ncn2C1OC(CO)C(O)C1O (stereo not given) | 119 | 92 | 98 | 111 | 108 | 97 | 86 | 103 | 111
68 | C[C@H]1[C@H](C)CC[C@]2(C(=O)N3CCN(C)CC3)CC[C@]3(C)C(=CC[C@@H]4[C@@]5(C)Cc6c([nH]c7ccccc67)C(C)(C)[C@@H]5CC[C@]43C)[C@@H]12 | 72 | 66 | 89 | 84 | 77 | 93 | 66 | 110 | 95
69 | O=C(NCCc1ccc(O)c(O)c1)c1sccc1Nc1ccnc(C(F)(F)F)c1 | 103 | 95 | 92 | 96 | 97 | 109 | 70 | 111 | 100
